Screening data as filed in PubChem.
procasp3 activ: activators of human procaspase-3; actives 0.11% (n = 330,000); P42574; activation, % at 8.5 µM; recombinant procaspase-3 D3A, Ac-DEVD-pNA absorbance 405 nm;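 active = activation above the mean of all tested compounds plus 3 SD, cut at about 21% in these data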;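 also: 0% = DMSO alone and 100% = DMSO wells spiked with extra 5 µM PC-3 D3A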
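System: Procaspase-3 D3A mutant. Medium: Zinc-free 300 mM NaCl, 50 mM HEPES, 0.01% Triton X-100. Schedule: 1 h preincubation plus 2 h reaction at 25 °C. Measured by: 405 nm absorbance of p-nitroaniline, reads at 0 and 120 min. Read-out: percent activation relative to control range.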
TPT1 inhibitor: blocks Candida albicans tRNA 2'-phosphotransferase. recombinant caTPT1, FP RNA substrate dephosphorylation. inhibition, % at 5 µM. actives 0.81% (n = 300,000);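 active = inhibition above the mean of all tested compounds plus 3 SD, set per screening campaign, cut at about 24% in these data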;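 also: plate controls were DMSO alone for no effect and ferristatin control at 100 nM for full effect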
PAFAH2 FP inh: inhibitors of human PAFAH2; Q99487; recombinant PAFAH2, FP-rhodamine activity probe, fluorescence polarization; inhibition, % at 3.39 µM; actives 0.99% (n = 340,000);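 active = inhibition above the mean over all tested compounds plus 3 SD, cut at about 30% in these data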;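 also: inhibitors block probe labeling of enzyme so polarization drops; 0% = enzyme with DMSO and 100% = wells lacking PAFAH2 protein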
procasp7 counter: activates human procaspase-7, counter-screen for procaspase-3 activators; actives 0.093% (n = 330,000); activation, % at 8.5 µM; P55210; recombinant procaspase-7, Ac-DEVD-pNA absorbance 405 nm; D23A/D198A/D206A triple mutant, cannot self-cleave; scale: DMSO 0, 5 µM enzyme 100;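 active = percent activation above the screen-wide mean plus 3 SD, cut at about 25% in these data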
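buffer or medium = Zinc-free HEPES/NaCl buffer, pH 7.4 | material = Procaspase-7 triple mutant (PC-7 D3A) | input = 2 µM procaspase-7 mutant as dispensed | signal = Epi-absorbance of released pNA at 405 nm, two timepoints | timing = 1 h preincubation, 2 h reaction | replicates = singlicate compound testing | evaluation = % activation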
HCV core dimer: HCV core protein dimerization inhibition. TR-FRET GST/Flag-core106 dimerization, 1536-well. actives 0.33% (n = 300,000). inhibition, % at 5 µM. AID 1899;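 active = inhibition above the mean of all tested compounds plus 3 SD, set per screening campaign, cut at about 45% in these data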
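Assay system: tagged HCV core106 pair (GST and Flag); medium: KF-containing HEPES buffer, pH 7.45, DTT, CHAPS, BSA; also added: Eu donor and XL665 acceptor anti-tag antibodies; dosing: 5 µM single dose; timing: compound-protein-antibody incubation 4 h at 22.5 °C; signal: TR-FRET 671 and 617 nm emission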
AHR activator: activates the human aryl hydrocarbon receptor | P35869 | AHR-responsive luciferase reporter cells, luminescence | activation, % at 5 µM | actives 2.5% (n = 320,000) | AID 2796; in the data active = activation above about 47%;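 also: 0% = vehicle wells and 100% = reference agonist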
Target sequence (P35869 whole entry, looked up): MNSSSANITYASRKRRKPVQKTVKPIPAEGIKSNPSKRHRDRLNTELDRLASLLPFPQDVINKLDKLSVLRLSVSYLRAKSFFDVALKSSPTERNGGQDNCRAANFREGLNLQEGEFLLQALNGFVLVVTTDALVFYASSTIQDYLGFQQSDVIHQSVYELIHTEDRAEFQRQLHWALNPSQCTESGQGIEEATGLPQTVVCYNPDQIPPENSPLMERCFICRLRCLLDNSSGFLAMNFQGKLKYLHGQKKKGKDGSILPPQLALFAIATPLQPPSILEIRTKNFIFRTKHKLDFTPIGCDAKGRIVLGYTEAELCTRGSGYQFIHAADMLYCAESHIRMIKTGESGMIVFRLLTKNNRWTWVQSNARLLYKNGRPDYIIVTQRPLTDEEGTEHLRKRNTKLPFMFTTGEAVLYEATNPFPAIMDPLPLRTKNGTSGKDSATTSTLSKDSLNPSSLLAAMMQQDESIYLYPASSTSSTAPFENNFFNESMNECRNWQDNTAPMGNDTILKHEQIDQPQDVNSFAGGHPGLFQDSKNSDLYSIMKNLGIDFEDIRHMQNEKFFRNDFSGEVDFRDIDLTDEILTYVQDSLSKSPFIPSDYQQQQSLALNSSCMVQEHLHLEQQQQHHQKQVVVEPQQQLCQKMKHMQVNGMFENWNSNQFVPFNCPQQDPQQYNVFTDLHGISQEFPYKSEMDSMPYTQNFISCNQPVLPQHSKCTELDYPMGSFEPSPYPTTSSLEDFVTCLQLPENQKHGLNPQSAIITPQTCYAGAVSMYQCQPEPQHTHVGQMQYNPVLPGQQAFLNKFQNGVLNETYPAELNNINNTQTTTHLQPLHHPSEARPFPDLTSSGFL
PP1 inh: PP1-alpha (human) inhibition in PP5 counter-screen; purified PP1alpha, OMFP fluorescence; inhibition, % at 6.7 µM; actives 0.9% (n = 320,000);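 active = inhibition above the mean inhibition of all tested compounds plus 3 SD, computed separately for each screening campaign, cut at about 15% in these data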
Fh CTSL1 inh: cathepsin L1 inhibition, PFM18AAP counter-screen; actives 0.49% (n = 300,000); inhibition, % at 5.96 µM; recombinant F. hepatica cathepsin L1, Z-Leu-Arg-MCA fluorescence;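 active = inhibition above the mean of all tested compounds plus 3 SD, set per screening campaign, cut at about 17% in these data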;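 also: 0% = plate median of test compound wells and 100% = 1 µM Z-Phe-Ala-diazomethylketone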
PP5 inh: blocks human protein phosphatase 5 activity; P53041; purified PP5c, OMFP substrate fluorescence; inhibition, % at 6.7 µM; actives 0.18% (n = 320,000); AID 1987;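 active = inhibition above the campaign's mean inhibition across all tested compounds plus 3 SD, cut at about 9.5% in these data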;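 also: 0% = DMSO only and 100% = 100 µM cantharidin control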
An asterisk follows results filed as active; / = not tested or not shown. Not a hit list, and some 5.6% of all compounds hit somewhere here.

SMILES	procasp3 activ	TPT1 inhibitor	PAFAH2 FP inh	procasp7 counter	HCV core dimer	AHR activator	PP1 inh	Fh CTSL1 inh	PP5 inh
C=CCN1C(=O)/C(=C/C=C2/N(CC)c3ccc(S(=O)(=O)N(C)C)cc3N2CC)SC1=S	-24	161*	-239	-26	-28	1	-4	8	-2.2
CC1=C(C(=O)OC2CCCC2)C(c2coc3ccccc3c2=O)C2=C(CCCC2=O)N1 (stereo unspecified)	0	1	1	9	-1	12	-2	-4	0.0
CCN(CC(=O)Nc1cccc(OC)c1)CC(=O)Nc1ccccc1C	-1	-3	2	0	-1	0	-7	-1	-2.0
CC1Oc2ccccc2C=C1/C=N/NC(=O)[C@@H](C)NC(=O)OC(C)(C)C (stereo partly specified)	1	0	8	8	-2	17	-5	0	-0.5
COc1cccc(-c2nnc(SCC(=O)NCc3ccc4c(c3)OCO4)n2Cc2ccco2)c1	-6	5	1	-12	26	10	1	-2	2.9
Cc1ccc(-n2nnnc2SCC(=O)NNC(=O)c2ccc([N+](=O)[O-])cc2)cc1	3	-4	1	1	-3	1	0	0	0.6
CN(C)CCNC(=O)c1cc2cc(Br)ccc2oc1=O	-4	0	-5	-5	1	8	7	2	-1.2
Fc1cc(NCc2ccccc2)nc(NCc2ccccc2)n1	-5	0	3	-9	4	16	1	3	1.1
COc1ccc(CCNC(=O)CN2C(=O)NC(CCSC)C2=O)cc1 (stereo unspecified)	2	0	-1	-5	-4	-1	1	-5	-1.2
CC(=O)Oc1ccc(C2(C)CC(C)(C)Oc3cc(OC(C)=O)ccc32)c(OC(C)=O)c1 (stereo unspecified)	-5	1	7	2	4	2	4	-30	0.9
O=C(NCCCn1ccnc1)c1ccc2ccccc2c1	5	0	-1	0	-4	60*	-2	-3	0.1
Cc1cc2occ(CC(=O)N(C)CC(=O)Nc3ccccc3Cl)c2cc1C	-1	0	2	1	3	1	-3	1	1.8
COc1cccc(OCC(=O)Nc2ccc(OC)c(OC)c2)c1	5	-3	-2	3	0	1	0	2	0.9
CCCCC(=O)NC(=S)Nc1ccccc1N1CCCCC1	-4	-2	1	-17	-2	8	-2	1	1.7
CCCNC(=O)C1CC(c2ccc(C(F)(F)F)cc2)=NO1 (stereo unspecified)	4	-1	0	-2	-12	-3	-2	0	-0.4
COc1cccc(N2CCN(C(=O)c3cccnc3)CC2)c1	-2	1	-1	-1	-4	2	-1	6	0.7
CC1CCN(c2nc(-c3ccccc3)c(C#N)c(=O)[nH]2)CC1	0	-1	6	6	4	3	-6	0	0.2
CC[n+]1c(/C=C/Nc2ccccc2)sc2ccccc21	-16	-2	-25	-13	-4	15	0	3	3.0
Cc1nc2ccccc2c(=O)n1N	4	2	0	9	3	1	-2	0	1.3
NS(=O)(=O)c1cccc(NC(=O)COC(=O)c2cc([N+](=O)[O-])ccc2N2CCCC2)c1	-7	/	-9	-11	/	1	/	/	/
O=C(CCn1c(=S)[nH]c2ccccc2c1=O)NCCc1ccccc1	11	4	6	-6	-1	12	-1	0	2.8
CC(NC(=O)COC(=O)c1ccc(N2CCCC2=O)cc1)c1ccc(F)cc1 (stereo unspecified)	2	/	78*	8	/	1	/	/	/
O=C(CCN1CCCCC1=O)NC1CCCN(Cc2ccc(Cl)cc2)C1 (stereo unspecified)	1	3	-2	3	3	-4	1	3	-0.1
COc1ccc(CNC(=O)c2cccc(N(C)C)c2)cc1	-3	-1	-9	1	-2	22	2	-2	1.5
COc1ccc(C2C(C(=O)NCc3ccccc3)=C(C)Nc3ncnn32)cc1OC (stereo unspecified)	3	0	3	7	-1	6	-2	4	0.2

Copied from the list:
CCCNC(=O)C1CC(c2ccc(C(F)(F)F)cc2)=NO1 (stereo unspecified) in Fh CTSL1 inh shows 0
NS(=O)(=O)c1cccc(NC(=O)COC(=O)c2cc([N+](=O)[O-])ccc2N2CCCC2)c1 in procasp7 counter shows -11

New compounds follow.
SMILES	procasp3 activ	TPT1 inhibitor	PAFAH2 FP inh	procasp7 counter	HCV core dimer	AHR activator	PP1 inh	Fh CTSL1 inh	PP5 inh
CC(=O)c1c(C)[nH]c(C(=O)OCC(=O)Nc2cc(S(=O)(=O)N3CCCCC3)ccc2C)c1C	-3	-3	8	0	5	0	0	1	3.0
COc1cc(/C=C2\SC(=S)N(NC(=O)c3ccncc3)C2=O)ccc1O	7	18	-150	-11	-18	1	5	1	2.5
CC(C)N(CCCNC(=O)Cn1c(=O)c2cccn2c2ccccc21)Cc1ccccc1	7	-2	4	-3	12	2	-1	-2	-0.5
O=C(CCN=C1NS(=O)(=O)c2ccccc21)OCC(=O)c1ccc(F)cc1	17	-2	8	7	-4	0	-4	1	-2.2
COc1cc(-c2c(C#N)c(N)nc3c2c(C)nn3-c2ccc(C)c(C)c2)cc(OC)c1OC	6	6	-5	-5	17	20	3	3	6.7
O=C(NCCc1ccccn1)c1cccnc1Oc1ccc(Cl)cc1	-6	-1	2	7	2	2	-7	-6	-1.0
Cc1cc(=O)oc2c(CN3CC(C)OC(C)C3)c(O)c(Cl)cc12 (stereo unspecified)	-2	-12	8	0	3	-1	-2	2	0.4
Cc1ccc(C)c(-c2csc(Nc3ncccn3)n2)c1	4	-1	-1	13	-6	7	0	-4	1.4
CC1CC2(CC(C)(C(=O)CSc3n[nH]c(-c4ccccc4Cl)n3)OC2=O)C(=O)O1 (stereo unspecified)	-3	-1	-3	5	3	0	-2	-3	-0.2
FC(F)(F)c1ccccc1NC(=S)N1CCc2ccccc2C1	3	-1	-1	-14	0	0	-3	-1	-0.7
Cc1c(C(=O)N2CCCC2)sc(NC(=O)c2cccs2)c1C#N	-3	5	1	-4	0	2	-8	-2	4.0
CCn1c(C)[n+](CC(O)COCC2CC=CCC2)c2ccccc21 (stereo unspecified)	-12	1	-10	-5	1	8	0	-4	-1.9
Cc1ccc(S(=O)(=O)n2[nH]c(=O)c(CCO)c2C)cc1	4	-7	/	6	-2	-1	0	0	1.8
COCCCN=C1NN=C(c2cc(C)n(-c3ccccc3)c2C)CS1	1	4	2	3	22	12	9	-4	3.8
Cc1onc(-c2ccccc2)c1CNS(=O)(=O)c1ccccc1	-6	0	15	2	0	1	-4	0	1.2
O=C(c1ccco1)N1CCN(C(=O)c2cc(-c3ccccc3F)no2)CC1	0	0	15	4	6	11	2	0	1.2
COc1ccc(Nc2ncnc3ccc(Br)cc23)c(OC)c1	4	-3	4	0	2	53*	-5	-2	0.3
CC1Cc2ccccc2N1C1=CC(=O)CC(C)(C)C1 (stereo unspecified)	-1	0	-6	6	-4	-1	-1	6	4.5
COc1cc2c(cc1OC)C(c1cc3cc4c(cc3[nH]c1=O)OCO4)N(C(=O)C(C)C)CC2 (stereo unspecified)	3	-1	-7	0	6	1	1	1	3.9
Cc1cc(C)c(C(=O)CSc2nnc(-c3cccnc3)n2C)c(C)c1	5	1	-2	-8	-4	20	-8	-7	2.5
C/C(=N/OC(=O)CC(C)C)c1cc(-c2ccc(Cl)cc2)no1	-1	-5	57*	9	-4	2	-4	2	-2.9
Nc1nc(SCC(=O)NCc2ccc3c(c2)OCO3)n[nH]1	-3	-2	2	5	1	1	0	3	1.1
c1ccc(Nc2ccccc2Nc2ccccn2)nc1	0	-21	-6	-27	-8	3	-2	1	-0.7
COC1CCCCC1Nc1cccc(SC)c1 (stereo unspecified)	-4	0	-5	-9	1	2	-2	3	0.9
CCCCN(C(=S)NC(=O)c1cc(OC)c(OC)c(OC)c1)c1c(N)n(Cc2ccccc2)c(=O)[nH]c1=O	2	1	-1	2	-4	3	-1	0	5.0
(further entries)
SMILES	procasp3 activ	TPT1 inhibitor	PAFAH2 FP inh	procasp7 counter	HCV core dimer	AHR activator	PP1 inh	Fh CTSL1 inh	PP5 inh
COc1ccc(N2CCN(C(=O)c3ccc(N(C)S(=O)(=O)c4ccc(OC)cc4)cc3)CC2)cc1	1	-3	6	-1	6	2	2	5	0.8
CC(=O)NCCOc1cccc(OCCNC(C)=O)c1	4	-3	-11	8	-7	2	-3	0	3.3
COc1ccc(N2CCN(C(c3cccs3)C(C)NC(=O)C(=O)N3CCCCC3)CC2)cc1 (stereo unspecified)	1	-4	-2	-1	4	-4	0	0	2.1
Nc1n[nH]c(-c2cccc([N+](=O)[O-])c2)n1	-7	-1	-1	-2	1	34	-1	-3	1.4
CCOc1ccc(S(=O)(=O)N2CCCC(C(=O)N3CCOCC3)C2)cc1 (stereo unspecified)	-1	-5	4	3	4	-3	0	5	1.2
CCCNC(=O)N1CCC(c2ccc3c(c2)OCO3)CC1	2	0	8	13	-1	1	0	5	-2.8
O=C(O)c1ccc2c(c1)C(=O)N(c1cccc(C(=O)/C=C/c3ccccc3)c1)C2=O	0	-1	6	-6	18	-4	3	-1	0.6

Of the compounds above, 9 contain an NH in an aromatic ring:
SMILES	procasp3 activ	TPT1 inhibitor	PAFAH2 FP inh	procasp7 counter	HCV core dimer	AHR activator	PP1 inh	Fh CTSL1 inh	PP5 inh
CC1CCN(c2nc(-c3ccccc3)c(C#N)c(=O)[nH]2)CC1	0	-1	6	6	4	3	-6	0	0.2
O=C(CCn1c(=S)[nH]c2ccccc2c1=O)NCCc1ccccc1	11	4	6	-6	-1	12	-1	0	2.8
CC(=O)c1c(C)[nH]c(C(=O)OCC(=O)Nc2cc(S(=O)(=O)N3CCCCC3)ccc2C)c1C	-3	-3	8	0	5	0	0	1	3.0
CC1CC2(CC(C)(C(=O)CSc3n[nH]c(-c4ccccc4Cl)n3)OC2=O)C(=O)O1 (stereo unspecified)	-3	-1	-3	5	3	0	-2	-3	-0.2
Cc1ccc(S(=O)(=O)n2[nH]c(=O)c(CCO)c2C)cc1	4	-7	/	6	-2	-1	0	0	1.8
COc1cc2c(cc1OC)C(c1cc3cc4c(cc3[nH]c1=O)OCO4)N(C(=O)C(C)C)CC2 (stereo unspecified)	3	-1	-7	0	6	1	1	1	3.9
Nc1nc(SCC(=O)NCc2ccc3c(c2)OCO3)n[nH]1	-3	-2	2	5	1	1	0	3	1.1
CCCCN(C(=S)NC(=O)c1cc(OC)c(OC)c(OC)c1)c1c(N)n(Cc2ccccc2)c(=O)[nH]c1=O	2	1	-1	2	-4	3	-1	0	5.0
Nc1n[nH]c(-c2cccc([N+](=O)[O-])c2)n1	-7	-1	-1	-2	1	34	-1	-3	1.4
